High-throughput results from PubChem BioAssay.
ALOX15 inhib: inhibitors of human 15-lipoxygenase (ALOX15); P16050; AID 887; Potency, µM (series often up to 57.1 µM), without a hit: at the top dose activity change, negative = inhibition, actives largely listed as inhibitors; hit rate 1.4% among 74,000; purified 15hLO-1, xylenol orange hydroperoxide absorbance; further: potency means the concentration at half of the fitted maximal effect; on the % scale 0 is the no-effect control and ±100 the full control effect; nearly all actives have a fitted effect of over 55% in size
Target sequence (P16050 whole entry, looked up): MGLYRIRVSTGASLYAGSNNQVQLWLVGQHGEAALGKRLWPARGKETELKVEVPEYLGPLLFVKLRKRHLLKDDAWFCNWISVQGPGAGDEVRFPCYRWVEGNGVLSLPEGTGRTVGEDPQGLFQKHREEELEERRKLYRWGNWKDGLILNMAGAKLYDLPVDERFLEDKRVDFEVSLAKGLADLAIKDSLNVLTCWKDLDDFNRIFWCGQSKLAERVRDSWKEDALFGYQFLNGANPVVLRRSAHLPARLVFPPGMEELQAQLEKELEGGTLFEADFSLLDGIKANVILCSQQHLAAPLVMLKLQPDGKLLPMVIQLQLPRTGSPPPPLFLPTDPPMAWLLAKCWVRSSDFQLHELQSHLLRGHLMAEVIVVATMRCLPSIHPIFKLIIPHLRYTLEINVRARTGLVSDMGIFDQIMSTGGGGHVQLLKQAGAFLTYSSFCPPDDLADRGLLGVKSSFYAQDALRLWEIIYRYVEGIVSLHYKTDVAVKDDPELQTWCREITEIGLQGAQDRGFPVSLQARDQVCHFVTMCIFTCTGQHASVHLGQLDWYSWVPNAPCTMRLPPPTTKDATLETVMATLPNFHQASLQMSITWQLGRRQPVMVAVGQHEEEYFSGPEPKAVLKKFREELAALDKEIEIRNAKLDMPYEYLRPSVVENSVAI
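40 nM 15hLO-1 + cpd, 15 min RT; start w/ 50 uM AA (final), 6 min RT; stop/detect w/ 200 uM XO + 300 uM Fe(II) in 50 mM H2SO4, 30 min; A573/A405. Buffer 25 mM Hepes pH 7.5, 0.01% Triton X-100. No-enzyme wells as negative control.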
ERK AVP block: inhibitors of vasopressin-stimulated ERK signaling pathway | Potency, µM (titrated, usually from 57.5 µM), for inactives: at the top dose activity, negative = inhibition, usual class: inhibitors | HEK293-V1b, vasopressin-stimulated pERK AlphaScreen | AID 995 | hit rate 0.99% among 72,000; further: potency means the concentration at half of the fitted maximal effect; on the % scale 0 is the no-effect control and ±100 the full control effect; nearly all actives have a fitted effect of over 55% in size
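Phosphorylated ERK1/2 detected via AlphaScreen bead proximity in lysates of V1b-expressing HEK293 cells given 25 nM vasopressin for 5 min after 30 min compound exposure (37 °C). AC50 from Hill equation; basal DMSO 0%, vasopressin 100%.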
Ub-GFP proteasome: inhibits proteasome, raising ubiquitin-GFP reporter fluorescence | Potency, µM (doses to about 45.9 µM), inactives show at the highest dose activation (GFP accumulation), hits mostly activators | 67,000 tested, under 10 active | Ubiquitin-GFP reporter cells, proteasome inhibition, GFP fluorescence; response scale: untreated = 0%, 10 µM MG-132 = 100%; active means well fitted activation curve with a large enough effect, not every such curve was filed as active; inconclusive means small, poorly fitted or top-dose-only effect, or another doubt; inactive means no such curve, though single readings can be large or run the other way; further: potency means the concentration at half of the fitted maximal effect
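Proteasome block read as GFP accumulation: ubiquitin(G76V)-GFP U2OS cells exposed to compound (2.9 nM–46 uM) for 4 hr at 37 C. Normalization used untreated cells as 0% and 10 uM MG-132 as 100%; concentration-response curves fitted.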
HBB splicing: alters splicing of the hemoglobin beta chain | HBB splicing reporter cell assay, activation; EGFP reporter with mutant IVS2-654 intron; response scale: normalised to 500 nM splice-correcting PNA | hit rate 0.06% among 65,000 | Potency, µM (highest dose often 46.1 µM), for the others: top-dose activation, hits mostly activators; further: potency means the concentration at half of the fitted maximal effect; 0% is about no effect
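Compounds were applied for 2 days to HeLa EGFP-654 cells, 500/well in Optimem with 2% FCS. The reporter's EGFP is disrupted by mis-splicing of beta-globin intron IVS2-654. Readout: summed well GFP fluorescence from 488 nm laser scanning; reference was 500 nM antisense […] 654 PNA.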
HADH2 inhib: inhibitors of human HADH2 dehydrogenase; recombinant HADH2, NADH fluorescence, beta-hydroxybutyryl-CoA; Q99714; AID 886; Potency, µM (doses to about 57.1 µM), for inactives: at the highest dose activity change, negative = inhibition, most hits filed as inhibitors; hit rate 3.4% among 73,000; further: potency means the concentration at half of the fitted maximal effect; on the % scale 0 is the no-effect control and ±100 the full control effect; nearly all actives have a fitted effect of over 60% in size; many of its hits are not listed in these tables
Target sequence (Q99714 whole entry, looked up, one chain of several): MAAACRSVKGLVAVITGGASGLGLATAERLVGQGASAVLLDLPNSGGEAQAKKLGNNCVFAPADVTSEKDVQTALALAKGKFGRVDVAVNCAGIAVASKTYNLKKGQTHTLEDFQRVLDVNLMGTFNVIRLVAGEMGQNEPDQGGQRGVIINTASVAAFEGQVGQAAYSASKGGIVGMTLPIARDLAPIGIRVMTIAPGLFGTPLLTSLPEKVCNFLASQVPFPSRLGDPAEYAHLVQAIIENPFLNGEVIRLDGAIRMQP
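20 nM HADH2 + cpd, 15 min RT; add 1 mM NAD+/90 uM beta-hydroxybutyryl-CoA; kinetic fluorescence 360/450 nm, 4 min. Tris-HCl pH 9.0, 0.01% Tween-20.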
Pol III holo inh: DNA polymerase III holoenzyme inhibition | reconstituted DNA polymerase III holoenzyme replication, biochemical | Potency, µM (doses to about 57.1 µM), without a hit: at the highest dose activity change, negative = inhibition | hit rate 0.25% among 71,000; further: potency means the concentration at half of the fitted maximal effect; on the % scale 0 is the no-effect control and ±100 the full control effect
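Reconstituted *E. coli* holoenzyme (0.35 nM Pol III, 1 nM beta, 154 nM SSB, 2 nM primase) was preincubated with compound for 15 min at RT. Synthesis on 1.4 nM ssM13Gori ran 35 min, then was stopped with PicoGreen/EDTA and read as dsDNA fluorescence.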
Epigenetic mod: epigenetic modulators derepressing GFP locus in mouse cells; AID 597; mouse C127i GFP locus derepression, cytometry, 30 h; hit rate 0.09% among 68,000; Potency, µM (highest dose often 46.1 µM), inactives show top-dose GFP derepression (activation); further: % of control where 0% means no effect
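Read-out is the number of GFP-positive cells, scored as fluorescent objects 20 to 120 um wide, reflecting derepression of a silenced CMV-GFP reporter in murine C127i cells after 30 h compound exposure at 37 C.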
CRE Fsk mod: modulators of forskolin-stimulated CRE signaling in CHO cells | CHO CRE-bla reporter (cAMP response element driving beta-lactamase), forskolin EC10, beta-lactamase ratio | Potency, µM (highest dose often 38.2 µM), for the others: top-dose activity change, negative = inhibition, actives largely listed as activators | hit rate 2.5% among 71,000; active means well fitted activation curve with a large enough effect in the signal ratio, with a control signal flat, not every such curve was filed as active; inconclusive means small, poorly fitted or top-dose-only effect, or effect the other way, or a change in a side signal; the % refers to the signal ratio; further: potency means the concentration at half of the fitted maximal effect; % of control where 0% means no effect
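Cells were plated overnight at 37 °C, exposed to compound titrations plus EC10 NKH 477 for 3 h, then given CCF4 dye for 2 h at room temperature. Blue/green (460/530 nm) ratio was converted to %Activity and AC50 values calculated.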
Hsp90 Hop PPI: changes Hsp90-Hop TPR2A binding signal, up or down; AlphaScreen TPR2A-His6 binding biotin-Hsp90 C-terminal peptide; Potency, µM (doses to about 57 µM), for the others: top-dose activity change, negative = inhibition; hit rate 0.44% among 71,000; AID 595; active means well fitted curve in either direction with a large enough effect; inconclusive means small, poorly fitted or top-dose-only effect, or another doubt; further: potency means the concentration at half of the fitted maximal effect; on the % scale 0 is the no-effect control and ±100 the full control effect; many of its hits are not listed in these tables
Tau fil binding: tau filament binding. AID 596. Potency, µM (titrated, usually from 57.1 µM), inactives show top-dose activity change, negative = inhibition. hit rate 2% among 71,000. recombinant tau filaments, thioflavin S fluorescence, 15 h; filaments grown with octadecylsulfate alongside compound;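 further: potency means the concentration at half of the fitted maximal effect; on the % scale 0 is the no-effect control and ±100 the full control effect; actives lower thioflavin S fluorescence by blocking filaments or displacing dye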
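Tau 2 uM in ThS buffer dispensed; compound added; 60 uM ODS added (finals 1 uM tau, 30 uM ODS); 15 h 37 C; fluor ex450/em510.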
FLuc inh: blocks Photinus pyralis firefly luciferase activity | P08659 | purified firefly luciferase, luminescence, 8 min | AID 411 | Potency, µM (top dose mostly 57.1 µM), inactives show top-dose activity change, negative = inhibition, hits mostly inhibitors | hit rate 2.2% among 72,000; further: potency means the concentration at half of the fitted maximal effect; on the % scale 0 is the no-effect control and ±100 the full control effect; nearly all actives have a fitted effect of over 40% in size
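Luminescence read-out after 8 min at room temperature; enzyme reaction used luciferin plus 10 uM ATP (linear range) in imidazole buffer pH 7.2 with KCl, MgCl2, Tween 20 and BSA. Each sample was run as a titration.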
An asterisk follows results filed as active; i = inactive; ? = inconclusive; / = not tested or not shown; & = joins results of further samples; [ ] = dose if it differs, or a comment. Unless noted, the call rests on the fitted dose curve; in most records, active means well fitted curve in the direction sought with a large enough effect; inconclusive means small, poorly fitted or top-dose-only effect, or another doubt; inactive means no such curve, though single readings can be large; an effect the other way counts as inactive or inconclusive. Not all compounds are listed (hit frequency here may not be typical).

SMILES	ALOX15 inhib	ERK AVP block	Ub-GFP proteasome	HBB splicing	HADH2 inhib	Pol III holo inh	Epigenetic mod	CRE Fsk mod	Hsp90 Hop PPI	Tau fil binding	FLuc inh
COc1cc(C(=O)CSc2nncn2C)cc(OC)c1OC	-19%	61%[activator]	8%	1.6%[57.5 µM]	-20%	-5%	-3%	26%	-1%	1%	4%
COc1ccc(CNC(=O)c2cccc3c2C(=O)N(Cc2cccnc2)C3)cc1	4%	22%	-9%	0.5%	7%	0%	2%	?	1%	-3%	-1%
Cc1ccc(-n2c3c(cc(C(=O)N4CCN(C)CC4)c2=O)C(=O)CC(C)(C)C3)cc1	6%	1%	8%	-0.1%[57.5 µM]	-2%	-4%	0%	4%	-3%	-8%	0%
Cc1cc2oc(=O)cc(CN3CCCCC3)c2cc1C(C)C	-20%	27%	2%	-7.0%	5%	-5%	0%	?	17%	15%	1%
O=C(O)CCC(O)=C1S(=O)(=O)OCCOS1(=O)=O	14%[11.4 µM]	-4%[11.5 µM]	3%[9.17 µM]	0.4%[9.22 µM]	15%[11.4 µM]	-11%[11.4 µM]	2%[9.22 µM]	-3%[7.6 µM]	0%[11 µM]	10%[11.4 µM]	1%[11.4 µM]
CCOc1cc(CN2CCCCC2)ccc1OC	7%	-21%	0%	1.0%	3%	-6%	5%	5%	-6%	-13%	6%
CCOC(=O)Cn1c(=O)oc2cc(S(=O)(=O)NCC3CCCO3)ccc21 (centres undefined)	11%	/	2%	0.5%	-3%	-3%	/	5%	0%	-5%	1%
Cc1nc2ccc(S(=O)(=O)NC(C(=O)N3CCC(C)CC3)C(C)C)cc2s1 (centres undefined)	-12%	-2%	9%	-0.8%	1%	3%	/	4%	-7%[2.3 µM]	11%	0%
CCCCOC(=O)n1c(=O)oc2ccccc21	4%	-29%	/	3.1%[0.369 µM]	-4%	-6%	0%	-9%	4%	-7%	-4%
CCOc1ccccc1Nc1nc(N)nc(CSc2nccc(C)n2)n1	-5%	-9%	22%	-0.1%	-3%	2%	-2%	?	-6%	9%	1%
CN(Cc1ccco1)C(=O)Cn1c(=O)oc2cc(S(=O)(=O)NCc3ccccc3)ccc21	9%	19%	3%	-0.4%	20%	-3%	2%	-7%	?	3%	1%
Cc1cc(C(=O)N2CCN(c3ncccn3)CC2)sc1-c1ccccc1	-7%	3%	-3%	2.5%	-3%	-7%	6%	10%	-2%	10%	4%
Nc1ccc(N=Nc2ccccc2)c(N)n1	?	?	1%[20.5 µM]	?	-12%	-6%	3%[20.6 µM]	?	?	13µM*	?
O=C(c1ccc(N2C(=O)CCC2=O)cc1)N1CCOCC1	0%	10%	5%	-0.2%[9.22 µM]	4%	-5%	2%	0%	1%	-5%	0%
COc1cc(NS(=O)(=O)c2ccc(OC)c(C)c2C)c(OC)cc1Cl	-13%	16%	8%	-1.7%	-2%	-2%	0%	?	4%	-6%	0%
COc1cccc(NS(=O)(=O)c2ccc3[nH]cc(C(=O)NC4CC4)c(=O)c3c2)c1	-16%	-14%	-13%	1.6%	3%	4%	1%	-7%	?	6%	0%
O=C1CC(c2ccco2)CC2=C1C(c1ccccc1)n1nc(C(F)(F)F)nc1N2 (centres undefined)	-27%	7%	1%	0.7%	?	-2%	3%	14%	-9%	21%	-1%
COc1ccc(C(CNC(=O)c2ccc(S(=O)(=O)N3CCOCC3)cc2)N2CCCCC2)cc1 (centres undefined)	-12%	-2%	0%	-0.2%[57.5 µM]	3%	4%	-2%	-16%	-4%	4%	-3%
COC(=O)C(Cc1ccccc1)NC(=O)CSc1nc(C)cc(=O)[nH]1 (centres undefined)	11%	1%	6%	-0.1%	1%	1%	-2%	0%	-5%	-1%	-1%
Cc1ccc(-c2cc(C(=O)NCc3ccco3)c3ccccc3n2)o1	?	14%	-9%	-1.4%	11%	-13%	1%	?	-13%	-6%	?
Cc1onc(-c2c(F)cccc2Cl)c1C(=O)N1CCN(S(C)(=O)=O)CC1	4%	-1%	-1%	-0.9%	4%	-2%	-3%	-7%	-2%	-4%	3%
COc1cc(NS(=O)(=O)c2ccc(N)cc2)ncn1	0%	10%	3%[20.5 µM]	0.9%[20.6 µM]	-4%[25.6 µM]	-4%[25.6 µM]	0%&-2%&1%[20.6 µM]	5%[17.1 µM]	-4%[26 µM]	-2%[25.6 µM]	0%&2%&5%[25.5 µM]
CC[C@@H](CS(=O)(=O)O)[N+](=O)[O-]	14%[11.4 µM]	11%[11.5 µM]	-2%[9.17 µM]	1.8%[9.22 µM]	-19%[11.4 µM]	-7%[11.4 µM]	2%[9.22 µM]	?	-2%[11 µM]	8%[11.4 µM]	2%[11.4 µM]
CN1CCc2c(sc(/N=C/c3cccs3)c2C(N)=O)C1	?	-3%	/	-1.1%[0.369 µM]	?	8%	-5%	10µM*	-7%	i	-25%
Cn1c(SC/C=C/c2ccccc2)nnc1-c1cccs1	-4%	-2%	-1%	-1.0%	-5%	-2%	3%	1%	-4%	23%	-1%
O=C(CSc1nnc(CNc2ccccc2)o1)N1CCc2ccccc21	1%	-14%	-6%	/	14%	-2%	1%	3%	-11%	-2%	2%
O=C(C(NS(=O)(=O)c1cccc2nsnc12)c1ccccc1)N1CCN(c2ccccn2)CC1 (centres undefined)	-2%	3%	-6%	-0.4%	-7%	-2%	9%	6%	-7%	?	-3%
CC1(C)CC2CC(C)(CN2S(=O)(=O)c2ccc(N)cc2)C1 (centres undefined)	0%	20%	15%	-0.3%[9.22 µM]	8%	1%	0%	2%	-2%	-6%	3%
O=C(Nc1ccc(Cl)cc1)OCCn1nnnc1C(c1ccccc1)N1CCOCC1 (centres undefined)	-14%	24%	-3%	0.1%	-8%	6%	1%	-14%	-2%	-10%	-3%
[N-]=[N+]=CC(=O)C(Cc1ccccc1)N1C(=O)c2ccccc2C1=O (centres undefined)	-7%	-5%	/	-0.5%[0.369 µM]	-4%	?	-2%	?	-6%	-12%	0%
CCOc1cccc(-n2nnnc2-c2ccc(OC)cc2)c1	-18%	-1%	/	0.7%[0.369 µM]	1%	-3%	-2%	13µM*	6%	0%	-6%
CC1(C)Cc2ccccc2-c2nnc(-c3ccc(O)cc3)n21	3%	11%	1%	/	?	-3%	-1%	-5%	-3%	46%	-3%
COC(=O)c1ccc(COc2ccc(-c3nn[nH]n3)cc2)cc1	-3%	-4%	7%	-0.5%	-12%	-2%	2%	3%	-3%	5%	3%
CCOCCCNC(=O)Cc1ccc(OC)c(OC)c1	0%	-8%	10%	0.3%	4%	-4%	5%	?	-9%	-9%	3%
CC1=C(C(N)=O)C(c2ccc(C)o2)C(C(N)=O)=C(C)N1	-4%	-2%	4%	-1.1%	15%	-2%	9%	7%	-4%	-7%	2%
COC(=O)[C@@]1(Cc2ccc(OC)cc2)[C@H]2c3cc(C(=O)N(C)C)n(Cc4nc5ccccc5[nH]4)c3C[C@H]2CN1C(=O)c1ccccc1	/	-25%	/	1.2%	-22%	-3%	/	?	-4%	2%	/
Cc1nn(C(=O)c2ccoc2C)c(N)c1-c1ccccc1	-6%	/	10%	0.4%	-7%	-6%	/	8%	10%	-16%	25µM*
COc1ccc(C(=O)NCC(c2cccnc2)N2CCN(c3ccccc3)CC2)cc1OC (centres undefined)	2%	/	-4%	0.2%	9%	-5%	/	-5%	-3%	-6%	3%
Cn1ccnc1C(O)c1cc(C(C)(C)C)c(O)c(C(C)(C)C)c1 (centres undefined)	?	-12%	?	1.7%	?	-1%	0%	0%	-3%	-5%	-1%
C=CCn1c(COc2ccccc2)nnc1SCC(=O)O	1%	6%	-1%	/	-11%	-7%	2%	1%	1%	-4%	-3%
Cc1ccc(S(=O)(=O)NC2OC(=O)C(Cl)=C2Cl)cc1 (centres undefined)	-6%	0%	-11%	0.4%	?	-8%	?	?	-5%	-2%	3%
Cc1cc(NC(=O)CSc2ncn(-c3ccccc3)n2)no1	-5%	-1%	-4%	/	1%	0%	1%	4%	-5%	-20%	1%
